Screening results: PubChem BioAssay, several laboratories
V-ATPase pH = regulators of yeast V-ATPase proton pumping, primary screen, pHLuorin cytosolic pH fluorescence. AID 504577, 2011. response, % at 10 µM. 350,000 tested, 0.37% active. S. cerevisiae; in the data active means response mostly above about 7.3%, no sharp cut-off; inactive means mostly below about 5.4%; further: actives read high; inactives centre near 0; some compounds called inactive have numbers as strong as hits; reference of the scale not given here
Arr AP2 block = inhibitors of beta-arrestin/AP2 binding, primary screen, biochemical, GPCR trafficking, flow cytometry | FITC-arrestin peptide / GST-AP2 beads; AP2 beta2 appendage carries R879A mutation | 340,000 tested, 0.31% active | beta-arrestin 1 C-terminal peptide binding to AP2 beta2-adaptin appendage (human) | inhibition, % at 10 µM;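 active means inhibition above a set limit, near 3 SD of compounds lacking own fluorescence, cut at about 54% in these data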;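 further: plate controls were DMSO wells for no effect and 5 µM unlabelled arrestin peptide for full effect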
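test system = AP2 appendage R879A on GSH beads | buffer or medium = PBS plus Tween 20 (0.05%) and BSA (0.1%) | incubation = 12 min plus 1 h, RT | detection = bead flow cytometry, FITC channel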
OPRM1-OPRD1 ag = agonists of OPRM1-OPRD1 heterodimerization, primary screen, cell-based, luminescence. Mu-type opioid receptor (Homo sapiens) + Delta-type opioid receptor (Homo sapiens), …. cells. activation, % at 9.3 µM. 340,000 tested, 0.3% active. AID 504326, 2011; in the data active means activation above about 18%;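 further: 0% = vehicle-treated cells and 100% = reference agonist; values of inactives mirror those of a sister screen read the other way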
HTR5A inv ctr = HTR5A inverse agonists in luminescence cell assay, primary screen, counter-screen for OPRM1-OPRD1 heterodimer inverse agonist project, full-deck HTS | 340,000 tested, 0.083% active | HTR5A cell line, inverse agonism | inhibition, % at 9.3 µM; in the data active means inhibition mostly above about 23%, no sharp cut-off; inactive means mostly below about 18%;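 further: 0% = cells with DMSO and 100% = no-cell wells with DMSO; some compounds called inactive have numbers as strong as hits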
OPRM1-OPRD1 inv = inverse agonists of MOR-DOR heterodimerization, primary screen, cell-based, luminescence. 340,000 tested, 0.21% active. cell-based MOR-DOR heterodimer luminescence, inverse agonism. Mu-type opioid receptor (Homo sapiens) + Delta-type opioid receptor (Homo sapiens), …. inhibition, % at 9.3 µM. AID 504357, 2011; in the data active means inhibition above about 22%, passing the limit was not always enough;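 further: 0% = cells with DMSO and 100% = wells without cells with DMSO; values of inactives mirror those of a sister screen read the other way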
DSG3 Ab inh = inhibitors of pemphigus antibody binding to DSG3, primary screen, biochemical, bead-based, flow cytometry, scFv-GFP | AID 588358, 2011 | DSG3-coupled beads, scFv-anti-DSG3-GFP binding; hits give low values | 310,000 tested, 0.48% active | binding (percent of control), % at 10 µM;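 active means binding more than 3 SD below its plate's average and above zero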;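 further: hits lower antibody fragment binding to DSG3; some compounds called inactive have numbers as strong as hits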
DAGLB inh = DAGLB lipase inhibitors, primary screen, biochemical, fluorescence, HTS; Diacylglycerol lipase-beta (Homo sapiens), Q8NCG7; AID 504411, 2011; 340,000 tested, 0.059% active; inhibition, % at 5.17 µM; HEK293T DAGLB membrane lysate, EnzChek fluorogenic substrate; in the data active means inhibition above about 34%;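 further: 0% = enzyme with vehicle and 100% = wells lacking enzyme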
Target sequence (Q8NCG7 whole entry, looked up): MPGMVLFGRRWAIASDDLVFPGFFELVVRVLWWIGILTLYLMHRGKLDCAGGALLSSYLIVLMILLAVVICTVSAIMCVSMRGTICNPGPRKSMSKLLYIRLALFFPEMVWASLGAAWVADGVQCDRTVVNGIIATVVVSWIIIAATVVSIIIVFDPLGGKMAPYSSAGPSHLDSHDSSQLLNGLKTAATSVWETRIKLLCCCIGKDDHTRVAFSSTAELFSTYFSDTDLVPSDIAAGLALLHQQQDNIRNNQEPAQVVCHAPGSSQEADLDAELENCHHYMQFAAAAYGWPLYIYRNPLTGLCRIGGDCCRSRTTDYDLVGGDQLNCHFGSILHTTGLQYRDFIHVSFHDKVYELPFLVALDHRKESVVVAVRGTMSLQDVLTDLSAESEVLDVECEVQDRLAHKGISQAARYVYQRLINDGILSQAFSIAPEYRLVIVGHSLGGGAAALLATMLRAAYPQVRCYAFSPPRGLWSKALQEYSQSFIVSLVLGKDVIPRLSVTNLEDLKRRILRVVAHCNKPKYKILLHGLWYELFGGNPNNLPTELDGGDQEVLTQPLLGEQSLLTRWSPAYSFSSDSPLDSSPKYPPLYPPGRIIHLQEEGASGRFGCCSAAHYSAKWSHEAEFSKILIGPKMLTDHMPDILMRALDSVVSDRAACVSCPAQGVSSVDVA
PKA-R2B activ = activators of PKA-R2B holoenzyme, primary screen, biochemical, fluorescence polarization, Cy5-IP20, human. PKA-R2B holoenzyme dissociation; R2B truncated from residue 108, S112A mutant; 0% DMSO only, 100% 113 µM cGMP. cAMP-dependent protein kinase catalytic subunit beta (Homo sapiens) + cAMP-dependent …. activation, % at 11.4 µM. 340,000 tested, 0.079% active;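 active means activation above a cutoff set at the mean over all compounds plus 3 SD, cut at about 18% in these data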;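 further: higher means more holoenzyme dissociation and a rise in polarization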
Target sequence (P31323 whole entry, looked up, other chains not shown, the tested form may be a part): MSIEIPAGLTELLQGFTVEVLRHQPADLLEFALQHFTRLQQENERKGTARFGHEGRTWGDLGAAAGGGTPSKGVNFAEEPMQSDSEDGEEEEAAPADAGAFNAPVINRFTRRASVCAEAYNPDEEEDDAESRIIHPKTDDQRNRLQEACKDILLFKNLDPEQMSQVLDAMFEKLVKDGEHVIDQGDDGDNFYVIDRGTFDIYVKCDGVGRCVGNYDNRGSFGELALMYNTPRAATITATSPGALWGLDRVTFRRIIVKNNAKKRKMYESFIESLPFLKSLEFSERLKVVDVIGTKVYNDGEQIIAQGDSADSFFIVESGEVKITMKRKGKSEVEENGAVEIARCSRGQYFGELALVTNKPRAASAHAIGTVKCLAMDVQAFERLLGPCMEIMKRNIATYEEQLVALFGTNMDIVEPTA
PKA-R1A act = activators of PKA-R1A holoenzyme, primary screen, biochemical, fluorescence polarization, Cy5-IP20, bovine R1A, mouse PKAc; cAMP-dependent protein kinase type I-alpha regulatory subunit (Bos taurus) + …; 340,000 tested, 0.083% active; activation, % at 11.4 µM; PKA-R1A dissociation; scaled: DMSO 0%, 113 µM cGMP 100%; AID 504707, 2011;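 active means percent activation above the mean of all tested compounds plus 3 SD, cut at about 19% in these data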;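 further: higher means more PKAc released from R1A so a rise in polarization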
HTR5A ag = HTR5A agonists in luminescence cell assay, primary screen, counter-screen for OPRM1-OPRD1 heterodimer agonist project, full-deck HTS | 5-hydroxytryptamine receptor 5A (Homo sapiens), P47898 | cell-based | activation, % at 9.3 µM | 340,000 tested, 0.61% active | AID 504692, 2011; in the data active means activation mostly above about 9.5%, no sharp cut-off; inactive means mostly below about 7.6%;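 further: 0% = cells with vehicle only and 100% = reference agonist; strong numbers were not always called active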
* hit, by the source's call; . = no result given. Not a hit list; overall some 2.4% were active at least once.

The line under a structure holds: V-ATPase pH | Arr AP2 block | OPRM1-OPRD1 ag | HTR5A inv ctr | OPRM1-OPRD1 inv | DSG3 Ab inh | DAGLB inh | PKA-R2B activ | PKA-R1A act | HTR5A ag
- Fc1ccc(/C=N/NC(=S)Nc2ccc(Cl)cc2Cl)cc1
→ 5 | -12 | 0.9 | 14 | -4 | 90 | -3 | -2 | 5 | 1
- COc1ccc(-n2c(=O)c3c4c(sc3n(CC(=O)Nc3cc(C)[nH]n3)c2=O)CCC4)c(OC)c1
→ -2 | 7 | -2.3 | 11 | 12 | 92 | -1 | -3 | -8 | -5
- COc1ccc(-c2ccc(SCC(=O)N3CCOCC3)nn2)cc1
→ 1 | -7 | -0.5 | -11 | 3 | 101 | -2 | -6 | -4 | -3
- COc1cc(/C=N/NC(=O)COc2cccc(F)c2)ccc1OS(=O)(=O)c1ccc(C)cc1
→ -2 | 33 | 3.6 | -7 | -19 | 104 | -2 | -11 | -6 | 2
- CCN(C(=O)COC(=O)c1cccnc1SC)C1CCS(=O)(=O)C1 (configuration not stated)
→ -1 | 11 | -1.5 | -5 | 8 | 102 | -1 | 2 | 1 | -3
- O=C(O)c1ccc(CNC(=O)c2ccc(S(=O)(=O)N3CCCCC3)cc2)cc1
→ -1 | -7 | -2.3 | 12 | 9 | 93 | 0 | 6 | -3 | -1
- CCCC(CCC)C(=O)OC1C[C@H]2CC[C@@H](C1)[N+]2(C)C (some centres not stated)
→ 2 | 8 | -1.5 | -5 | 8 | 119 | 0 | 7 | 3 | -3
- Cc1cccc(C)c1NC(=O)c1cc(-c2ccccn2)nc2ccccc12
→ 6 | -11 | 1.1 | -11 | -5 | 94 | 1 | -8 | 2 | 4
- O=C(CCNS(=O)(=O)c1ccccc1F)OCc1ccccc1Cl
→ 1 | 3 | 1.9 | -3 | -10 | 94 | -4 | 13 | -2 | 1
- CSCC[C@H](NC(=O)C1=NN(c2c(F)c(F)cc(F)c2F)C(=O)CC1)c1nc2ccccc2[nH]1
→ 1 | -10 | -1.4 | 3 | 8 | 87 | 4 | -5 | -4 | 6

In a second layout: entries from further up.
Compound	V-ATPase pH	Arr AP2 block	OPRM1-OPRD1 ag	HTR5A inv ctr	OPRM1-OPRD1 inv	DSG3 Ab inh	DAGLB inh	PKA-R2B activ	PKA-R1A act	HTR5A ag
COc1ccc(-n2c(=O)c3c4c(sc3n(CC(=O)Nc3cc(C)[nH]n3)c2=O)CCC4)c(OC)c1	-2	7	-2.3	11	12	92	-1	-3	-8	-5
COc1ccc(-c2ccc(SCC(=O)N3CCOCC3)nn2)cc1	1	-7	-0.5	-11	3	101	-2	-6	-4	-3
COc1cc(/C=N/NC(=O)COc2cccc(F)c2)ccc1OS(=O)(=O)c1ccc(C)cc1	-2	33	3.6	-7	-19	104	-2	-11	-6	2
CCN(C(=O)COC(=O)c1cccnc1SC)C1CCS(=O)(=O)C1 (configuration not stated)	-1	11	-1.5	-5	8	102	-1	2	1	-3
O=C(O)c1ccc(CNC(=O)c2ccc(S(=O)(=O)N3CCCCC3)cc2)cc1	-1	-7	-2.3	12	9	93	0	6	-3	-1
CCCC(CCC)C(=O)OC1C[C@H]2CC[C@@H](C1)[N+]2(C)C (some centres not stated)	2	8	-1.5	-5	8	119	0	7	3	-3
Cc1cccc(C)c1NC(=O)c1cc(-c2ccccn2)nc2ccccc12	6	-11	1.1	-11	-5	94	1	-8	2	4
O=C(CCNS(=O)(=O)c1ccccc1F)OCc1ccccc1Cl	1	3	1.9	-3	-10	94	-4	13	-2	1
CSCC[C@H](NC(=O)C1=NN(c2c(F)c(F)cc(F)c2F)C(=O)CC1)c1nc2ccccc2[nH]1	1	-10	-1.4	3	8	87	4	-5	-4	6

Next records
The line under a structure holds: V-ATPase pH | Arr AP2 block | OPRM1-OPRD1 ag | HTR5A inv ctr | OPRM1-OPRD1 inv | DSG3 Ab inh | DAGLB inh | PKA-R2B activ | PKA-R1A act | HTR5A ag
- CCOc1ccc(N2CC(C(=O)NCCc3ccccc3)CC2=O)cc1 (configuration not stated)
→ 4 | 28 | -2.7 | -32 | 15 | 117 | 0 | 7 | -9 | -4
- Cc1cc(C)cc(Nc2ccc3nonc3c2[N+](=O)[O-])c1
→ 4 | -7 | -0.1 | 3 | 1 | 113 | 5 | -8 | -2 | 3
- CCOC(=O)C1CCN(C(=O)COC(=O)C2CCN(S(=O)(=O)c3ccc4c(c3)OCCO4)CC2)CC1
→ -1 | -7 | 1.8 | -7 | -11 | 102 | -3 | 0 | -5 | 2
- Cc1nn(-c2nc3ccccc3s2)c(N)c1-c1ccc(Cl)cc1
→ -6 | 10 | 1.6 | 3 | -9 | 72 | -20 | 6 | -2 | 0
- CCOC(=O)c1cnc(-n2cc(C)cn2)nc1NCc1ccc2c(c1)OCO2
→ -1 | 7 | 4.5 | 8 | -25 | . | -7 | -3 | -1 | 1
- Cn1cnc2cc(NC(=O)c3ccco3)ccc21
→ 0 | -3 | 1.0 | -46 | -5 | 85 | 0 | -3 | 5 | 1
- CCOC(=O)C1C(=O)OC(C)(C)C1C(C)C(=O)c1ccc(C)cc1 (configuration not stated)
→ -2 | 1 | -2.1 | -1 | 11 | . | -1 | -8 | -4 | -2
- COCCCn1c(-c2ccc(S(=O)(=O)N3CCOCC3)cc2)csc1=Nc1ccccc1
→ 1 | -6 | -0.4 | -3 | 2 | 127 | -2 | -9 | -2 | 0
- Cc1cccc(CSc2nnc([C@@H]3CCCN3C(=O)OC(C)(C)C)o2)c1
→ 2 | -7 | -2.7 | -14 | 14 | 109 | -2 | 2 | -6 | -3
- O=C(O)C/C(=C\c1ccc(N2CCOCC2)c([N+](=O)[O-])c1)c1nc2ccccc2s1
→ 0 | 12 | -2.9 | 27 | 15 | 93 | 11 | -4 | -13 | 5
- COC(=O)c1ccc(NC(=S)NNC(=O)CC(C)C)cc1
→ 0 | 42 | -4.3 | -2 | 22 | 104 | 3 | -9 | -8 | 1
- Cc1cc(N2C(=O)C(O)=C(C(=O)c3cccs3)C2c2cccc(Br)c2)no1 (configuration not stated)
→ 1 | 10 | -0.3 | 6 | 2 | 124 | 3 | -8 | 1 | 2
- COc1ccc(NC(=O)CN2C(=O)NC3(CC(C)CC(C)(C)C3)C2=O)cc1S(=O)(=O)N1CCCCC1 (configuration not stated)
→ -1 | -12 | -1.1 | 1 | 7 | 77 | 2 | -11 | -11 | 0
- CCOc1ccc(OCC)c(NC(=O)C2CCN(S(=O)(=O)c3cccnc3)CC2)c1
→ -2 | 2 | -1.1 | -11 | 6 | 97 | 0 | -3 | 0 | 1
- O=C(CSc1nc2ccccc2c(=O)n1CCCO)NCc1ccccc1
→ -5 | 7 | -0.1 | 7 | 1 | 91 | -2 | -8 | -8 | 3
- CN(CC(=O)Nc1cc([N+](=O)[O-])ccc1Cl)Cc1ccc(Br)cc1
→ -5 | 7 | 0.1 | -19 | 0 | 103 | -7 | -6 | -6 | 6
- Cc1cc([N+](=O)[O-])nn1CC(=O)NCc1ccco1
→ 2 | 1 | -0.9 | 6 | 5 | 86 | 2 | -6 | -5 | -2
- O=C(c1cc(Cl)ccc1O)N1CCN(S(=O)(=O)Cc2ccccc2)CC1
→ 0 | 0 | -1.6 | 16 | 6 | . | -1 | 6 | -2 | -6
- COc1ccc(C(C)=O)cc1CSC(=N)N
→ -5 | 12 | -0.7 | 29 | 4 | 98 | 1 | -11 | -7 | 3
- Cc1cccc(-c2nc3c(c(SCC(=O)N4CCOCC4)n2)COC(C)(C)C3)c1
→ 2 | -1 | -1.0 | 12 | 6 | 107 | 1 | -1 | -3 | -4
- N#CCSc1ncnc2ccccc12
→ -5 | 32 | -1.1 | -3 | 6 | 98 | 0 | 8 | -8 | 1
- N#CC(C(=O)NCCc1ccccc1)c1nc2ccccc2nc1N1CCOCC1 (configuration not stated)
→ -3 | 9 | 0.9 | 9 | -5 | 107 | 0 | 9 | 12 | -4
- CNc1nc2ccccc2n1N
→ -2 | -4 | -3.3 | -17 | 17 | 100 | 1 | -2 | -5 | -1
- CNC(=O)c1cc2ncc(C(F)(F)F)cc2s1
→ -1 | 16 | -2.1 | -3 | 12 | 99 | 1 | -1 | -10 | 1
- Oc1cccnc1CCc1ccccc1
→ -1 | -1 | -3.8 | 8 | 20 | 104 | -1 | 0 | 8 | -3
- Cc1cccc(C)c1N1CCN(C(=O)N2CCCCC2)CC1
→ 0 | 7 | -2.3 | 0 | 13 | 99 | -2 | -6 | -1 | 0
- Fc1ccc(NC(=S)N2CCCC2)cc1Cl
→ 2 | 15 | -0.2 | 5 | 1 | 101 | 0 | -4 | -5 | -1
- Cc1cc(C(=O)CN2C(=O)c3ccccc3S2(=O)=O)c(C)n1-c1ccccc1
→ -1 | -3 | -2.4 | -9 | 15 | 101 | -3 | -13 | 6 | 1
- COc1ccc(NC(=O)[C@@H]2CCCN2S(=O)(=O)c2ccc(Cl)cc2)cc1
→ 0 | 34 | -1.1 | 6 | 5 | 96 | -3 | 0 | 4 | -2
- Cc1ccc(N(C)S(=O)(=O)c2cccc(C(=O)NCC(c3ccco3)N3CCCC3)c2)cc1 (configuration not stated)
→ -2 | 3 | -1.2 | 0 | 5 | 95 | 1 | -4 | -3 | 0
- CC(NC(=O)/C(=C/c1ccc(OC(F)F)cc1)c1ccccc1)c1ccccc1 (configuration not stated)
→ -2 | 10 | 5.8 | 1 | -39 | 97 | -15 | -1 | 0 | 1
- COC(=O)c1cn(-c2ccccc2)c(=O)c2ccccc12
→ 0 | 4 | -0.6 | 14 | 3 | 105 | -3 | -6 | -6 | 2
- CCc1nnc(NS(=O)(=O)c2ccc(N=Cc3c(C)[nH]n(-c4ccc(C)c(C)c4)c3=O)cc2)s1
→ 4 | 3 | -3.3 | 17 | 17 | 82 | 3 | -2 | -5 | -1
- COc1cccc(CNS(=O)(=O)c2ccc3c(c2)N(C)CCO3)c1
→ 0 | -12 | 0.3 | 0 | -2 | 98 | -2 | -12 | 0 | 3
